TDP1 cell noCPT = qHTS for Inhibitors of human tyrosyl-DNA phosphodiesterase 1 (TDP1): qHTS in cells in absence of CPT. DT40 Tdp1-/- hTDP1 cells, no CPT, ATP luminescence, 48 h. hit rate 15% among 420,000. Potency, µM (series often up to 46.2 µM), inactives show at the highest dose activity change, negative = growth inhibition, actives largely listed as inhibitors; note: nearly all actives have a fitted effect of over 55% in size
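Compound effects on proliferation are scored in DT40 Tdp1-/-;hTDP1 cells in the absence of CPT. ATP levels (CellTiter-Glo luminescence) are recorded after a ≥48 hr, 37 °C incubation.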
GCN5L2 inh = qHTS Assay for Inhibitors of GCN5L2. Histone acetyltransferase KAT2A (Homo sapiens), Q92830. GCN5L2 HAT assay, ThioGlo1 CoA-SH fluorescence. Potency, µM (doses to about 58.9 µM), for inactives: top-dose activity change, negative = inhibition, most hits filed as inhibitors. hit rate 0.21% among 390,000. AID 504327, 2011
Target sequence (Q92830 whole entry, looked up): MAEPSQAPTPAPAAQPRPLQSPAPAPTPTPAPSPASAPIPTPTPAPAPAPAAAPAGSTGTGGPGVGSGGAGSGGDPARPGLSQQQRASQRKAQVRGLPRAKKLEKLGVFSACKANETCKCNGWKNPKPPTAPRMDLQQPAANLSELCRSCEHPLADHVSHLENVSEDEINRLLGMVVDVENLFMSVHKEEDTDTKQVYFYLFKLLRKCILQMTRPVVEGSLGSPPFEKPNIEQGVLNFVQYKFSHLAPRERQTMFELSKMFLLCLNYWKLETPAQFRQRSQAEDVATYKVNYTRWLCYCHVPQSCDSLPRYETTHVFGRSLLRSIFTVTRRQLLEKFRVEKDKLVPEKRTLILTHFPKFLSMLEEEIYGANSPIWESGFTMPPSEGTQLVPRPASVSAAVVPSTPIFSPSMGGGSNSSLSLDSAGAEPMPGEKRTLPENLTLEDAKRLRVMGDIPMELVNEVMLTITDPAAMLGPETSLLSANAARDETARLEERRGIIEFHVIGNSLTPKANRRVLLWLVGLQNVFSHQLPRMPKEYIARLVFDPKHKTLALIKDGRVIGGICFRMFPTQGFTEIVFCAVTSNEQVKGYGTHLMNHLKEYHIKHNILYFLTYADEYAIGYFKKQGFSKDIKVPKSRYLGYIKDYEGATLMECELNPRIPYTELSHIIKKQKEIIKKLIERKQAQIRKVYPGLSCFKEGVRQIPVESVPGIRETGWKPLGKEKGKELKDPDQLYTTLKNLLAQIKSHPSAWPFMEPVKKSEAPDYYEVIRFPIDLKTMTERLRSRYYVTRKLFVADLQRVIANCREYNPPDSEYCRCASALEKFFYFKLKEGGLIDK
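Preincubate 20nM GCN5L2 with compound 15 min, RT → add 50uM ThioGlo1 + 75uM H3(1-25) + 70uM acetyl-CoA → read fluorescence 0 and 20 min. Primary qHTS; fluorescent artifacts likely.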
DT40 TDP1 CPT = qHTS for Inhibitors of human tyrosyl-DNA phosphodiesterase 1 (TDP1): qHTS in cells in presence of CPT; Potency, µM (top dose mostly 46.2 µM), for inactives: top-dose activity change, negative = growth inhibition, most hits filed as inhibitors; chicken DT40 Tdp1-/-;hTDP1 cells + 20 nM CPT, ATP luminescence, 48 h; hit rate 12% among 420,000; AID 686979, 2013; note: nearly all actives have a fitted effect of over 55% in size
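Cell growth measured by CellTiter-Glo luminescence after a minimum 48 h, 37 C compound exposure with 20 nM CPT in Tdp1-knockout DT40 cells stably expressing hTDP1, seeded 400/well; qHTS titration format.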
* = called active by the depositor; ? = inconclusive; / = not tested or not shown; & = joins results of further samples; [ ] = another dose, or the depositor's remark. Calls come from the whole dose curve; as a rule, active = well fitted curve in the direction sought with a large enough effect; inconclusive = small, poorly fitted or top-dose-only effect, or another doubt; inactive = no such curve, though single readings can be large; an effect the other way counts as inactive or inconclusive. % is set by controls: 0 for no effect and ±100 for the full control effect; potency is the fitted concentration of half-maximal effect.

| cpd | Molecule | GCN5L2 inh | DT40 TDP1 CPT | TDP1 cell noCPT |
| --- | --- | --- | --- | --- |
| 1 | CCC1([N+](=O)[O-])COP(=O)(NCc2cccnc2)OC1 (stereo not given) | / | 1% | 9% |
| 2 | CN1CCN(/N=C/c2c(O)n(CCC3=CCCCC3)c(=S)[nH]c2=O)CC1 | -15% | -20% | -6% |
| 3 | Cc1cc(=O)oc2c(C)c(OCC(=O)N3CCN(Cc4ccccc4)CC3)ccc12 | ? | 3% | ? |
| 4 | O=C(Nc1ccc(F)cc1)c1c(O)c2c(n(Cc3ccccc3)c1=O)CCCC2 | -6% | ? | 3% |
| 5 | Cn1cc(C(=O)Cc2ccccc2)c2ccccc21 | 30% | 16µM* | ? |
| 6 | CC(C)[C@H]1C(=O)N2CCC[C@H]2[C@]2(O)O[C@](NC(=O)[C@@H]3C=C4c5cccc6[nH]cc(c56)C[C@H]4N(C)C3)(C(C)C)C(=O)N12 | -13% | ? | 5.8µM* |
| 7 | COc1cc(OC)c(OC)cc1CN1CCN(C(=O)COc2ccc3ccccc3c2)CC1 | -3% | ? | 26µM* |
| 8 | Cc1cnc(C)c(Nc2nc(C(N)Cc3ccc(C(F)(F)F)cc3)cs2)n1 (stereo not given) | / | 12µM* | 12µM* |
| 9 | Cc1ccc(N2C(=O)NC(=O)C3(Cc4ccccc4N4CCN(c5ccccc5)CC43)C2=O)cc1 (stereo not given) | -8% | -26% | -9% |
| 10 | Clc1cccc(CNCCc2c[nH]c3ccccc23)c1 | -1% | ? | ? |
| 11 | Clc1ccc(N2CCNCC2)nn1 | 2% | 17% | -3% |
| 12 | CN1CCC(N(C)Cc2cccnc2)CC1 | -7% | 10% | -3% |
| 13 | Cc1cc(C)n2nc(C)[n+](C)c2n1 | 0% | 2% | -5% |
| 14 | COC1=C[C@]23CCCN2CCc2cc4c(cc2[C@@H]3[C@@H]1O)OCO4 | / | -3%[9.04 µM] | -13%[9.04 µM] |
| 15 | Cn1c(O)c(/C=N/N2CCOCC2)c(=O)n(-c2ccccc2)c1=S | -14% | 10% | 0% |
| 16 | CN(C)CC1CSCCC1(O)c1ccccc1Cl (stereo not given) | -2% | -3% | -26% |
| 17 | CCCC1(CCO)C(=O)NC(=S)NC1=O | / | 11% | 0% |
| 18 | COc1ccc(CN2CCN(c3ccccc3F)CC2)cc1O | -9%[0.501 µM] | -12% | -15% |
| 19 | CN1CCN(CC#CCOc2ccc(Cl)cc2)CC1 | -5% | -4% | ? |
| 20 | CCN(CC)CCCN=Cc1c(O)n(CCc2ccc(F)cc2)c(=O)[nH]c1=O | -2% | -4% | -23% |
| 21 | COc1ccc(/C=C/C(=O)NC(=S)N2C[C@H]3C[C@H](C2)c2cccc(=O)n2C3)cc1OC | 3% | 0% | 0% |
| 22 | CN(C[C@H](Cc1ccccc1)N(C[C@H](Cc1ccccc1)N(CC1(c2ccccc2)CC1)N=O)N=O)N=O | 3% | ? | 18µM* |
| 23 | C=CCn1c(O)c(C(C)=Nc2ccc(C(=O)OCC)cc2)c(=O)[nH]c1=O | 2% | -23% | ? |
| 24 | ClCCN(CCCl)c1ccc(/C=C/c2sc3ccccc3[n+]2CCCCI)cc1 | / | 3.2µM* | 2.5µM* |

Another view of some results above:
Fields – GCN5L2 inh | DT40 TDP1 CPT | TDP1 cell noCPT
15. Cn1c(O)c(/C=N/N2CCOCC2)c(=O)n(-c2ccccc2)c1=S
    -14% | 10% | 0%
16. CN(C)CC1CSCCC1(O)c1ccccc1Cl (stereo not given)
    -2% | -3% | -26%
17. CCCC1(CCO)C(=O)NC(=S)NC1=O
    / | 11% | 0%
18. COc1ccc(CN2CCN(c3ccccc3F)CC2)cc1O
    -9%[0.501 µM] | -12% | -15%
19. CN1CCN(CC#CCOc2ccc(Cl)cc2)CC1
    -5% | -4% | ?
20. CCN(CC)CCCN=Cc1c(O)n(CCc2ccc(F)cc2)c(=O)[nH]c1=O
    -2% | -4% | -23%

The list goes on:
| cpd | Molecule | GCN5L2 inh | DT40 TDP1 CPT | TDP1 cell noCPT |
| --- | --- | --- | --- | --- |
| 25 | CC1=C[C@@H]2c3cccc4[nH]cc(c34)C[C@H]2N(C)C1 | 25%&-14% | ? | ? |
| 26 | CN(C)c1ccc(C(=O)N/N=C/C23CC[C@@H](O)CC2(O)CC[C@@H]2[C@@H]3CCC3(C)C(C4=CC(=O)OC4)CCC23O)cc1 (stereo not given in full) | -5% | 9% | 5% |
| 27 | CC=CC(C)=CC(C)C(=O)CC(O)CC1CC(=O)NC(=O)C1 (stereo not given) | / | 8.2µM* | 5.8µM* |
| 28 | CCSc1nnc(NC(=O)c2cccn(Cc3ccccc3Cl)c2=O)s1 | 10% | 2% | 11% |
| 29 | C#CCOCCOCCOCCNc1nc(N2CCN(C(=O)CCCCCCCCCCNC(=O)[C@H]([C@@H](C)CC)n3cc(CCCCN=C(N)N)nn3)CC2)nc(N2CCN(C(=O)CCCCCCCCCCNC(=O)[C@H](CO)n3cc(CCCCCN)nn3)CC2)n1 | -3% | 15µM* | 21µM* |
| 30 | CCC(=O)N1N=C(c2c(O)n(C)c(=O)n(C)c2=O)CC1c1ccccc1 (stereo not given) | -1% | 3.7µM* | 4.1µM* |
| 31 | Cc1ccccc1NC1(C#N)CCCCC1 | 0% | -5% | -10% |
| 32 | Cc1ccc2c(c1)cc1c(=O)n(CC(=O)N3CCC4(CC3)OCCO4)nc(C)n12 | -2% | ? | ? |
| 33 | COc1ccc(C(c2nnnn2C(C)(C)C)N2CCC3(CC2)C(=O)NCN3c2ccccc2)cc1 (stereo not given) | / | ? | ? |
| 34 | CC(C#N)CCC#N (stereo not given) | -14% | -1% | -7% |
| 35 | c1ccc(-c2nnc(C3CC(c4cccnc4)=NO3)o2)cc1 (stereo not given) | -4% | 6% | -1% |
| 36 | O=P(O)(Oc1ccccc1)OC(c1ccccc1)C(F)(F)F (stereo not given) | 0% | 12% | 0% |
| 37 | CCc1n[nH]c(CCN)n1 | -23% | 11% | -3% |
| 38 | CC(C)NC(C)Cc1ccc(I)cc1 (stereo not given) | -5%&-2%&-12% | -19%&-29% | ? |
| 39 | COc1ccccc1CCNC1CCCCCC1 | -19% | ? | -30% |
| 40 | COc1ccc(C(C)(C)C)cc1NC(=O)CCCn1c(=O)oc2ccccc21 | 35%[activator] | -24% | ? |
| 41 | Cc1ccc(C)c(N2CCN(C(=O)C3CCCN(S(=O)(=O)c4cccc5nsnc45)C3)CC2)c1 (stereo not given) | -5% | 5.8µM* | 7.3µM* |
| 42 | COC(=O)c1ccc(NC(=O)NC(=O)Oc2ccccc2)cc1 | -4% | -4% | 10% |
| 43 | CN1CC(C(=O)c2ccc(Cl)cc2)C(c2ccc(Cl)cc2Cl)C1 (stereo not given) | 6% | ? | ? |
| 44 | CC(C)C(=O)Nc1ccc(N2CCN(C)CC2)c(F)c1 | 2% | 1% | 2% |
| 45 | Cc1ccc(-n2c(/C=C\c3ccc(F)cc3)nc3ccccc3c2=O)cc1Cl | 0% | 15µM* | 16µM* |
| 46 | CC1CN1c1cc2c(c3c1ccn3C)C1CCC2C1 (stereo not given) | / | 7.3µM* | 8.2µM* |
| 47 | CCC(C)C(=O)OC1C2CC3=C4CC(=O)OC(c5ccoc5)[C@]4(C)CCC3[C@@](C)(C2=O)C(CC(=O)OC)C1(C)C (stereo not given in full) | -1% | ? | ? |
| 48 | Cc1cccc(NC2=NCCCS2)c1 | 1% | 10% | 5% |
| 49 | O=c1[nH]c(=O)n(C2CCCCCC2)c(O)c1C=NCc1cccnc1 | 1% | -4% | -18% |
| 50 | O=c1[nH]c(=S)n(Cc2ccc(F)cc2)c(O)c1C=NCCCn1ccnc1 | -2% | -10% | -8% |
| 51 | N#Cc1c(Cl)nc(Cl)c2c1CCN(Cc1ccccc1)C2 | -3% | ? | 16µM* |
| 52 | CC(C)NC(=O)NC1C2CC3CC(C2)CC1C3 (stereo not given) | -3% | -23% | ? |
| 53 | Cn1c(O)c(C(=N)COc2ccccc2)c(=O)n(C)c1=O | -7% | -14% | -9% |
| 54 | COC(=O)C1=C(c2ccc(C(C)=O)cc2)C[C@@H]2CC[C@H]1N2C(=O)NCCOc1ccccc1Cl | -2% | 23µM* | ? |
| 55 | CCCCn1c(O)c(/C=N/N2CCOCC2)c(=O)[nH]c1=S | -2% | -6% | -3% |
| 56 | CC(C)[N+](C)(C)CC(O)CN(c1ccccc1)c1ccccc1 (stereo not given) | 8% | ? | -27% |
| 57 | Cc1cccc(Cn2c(=O)n(CC3CCC(C(=O)N4CCC(C)CC4)CC3)c(=O)c3sccc32)c1 (stereo not given) | 0% | 21µM* | 16µM* |
| 58 | Cc1ccc2c(c1)C1CN(C)CCC1N2C(=O)c1ccccc1NS(=O)(=O)c1cccc(C(F)(F)F)c1 (stereo not given) | -1% | ? | 13µM* |
| 59 | CCCN1C[C@H](C)N([C@H](c2ccc(C(=O)N(CC)CC)cc2)c2cccc(OC)c2)C[C@H]1C | 0% | -25%&0% | 2%&-14% |
| 60 | C=CCn1c(O)c(/C=N/NC(=O)c2ccncc2)c(=O)[nH]c1=O | -27% | 6% | 18% |

Profiles, quoted from the list. Order of values: GCN5L2 inh, DT40 TDP1 CPT, TDP1 cell noCPT
C#CCOCCOCCOCCNc1nc(N2CCN(C(=O)CCCCCCCCCCNC(=O)[C@H]([C@@H](C)CC)n3cc(CCCCN=C(N)N)nn3)CC2)nc(N2CCN(C(=O)CCCCCCCCCCNC(=O)[C@H](CO)n3cc(CCCCCN)nn3)CC2)n1 reads -3%, 15µM*, 21µM*
Clc1ccc(N2CCNCC2)nn1 reads 2%, 17%, -3%

Other compounds
| cpd | Molecule | GCN5L2 inh | DT40 TDP1 CPT | TDP1 cell noCPT |
| --- | --- | --- | --- | --- |
| 61 | Cc1c(C)c2cc(Cl)c(OCC(=O)N3C[C@H]4C[C@@H](C3)c3cccc(=O)n3C4)cc2oc1=O | -6% | 6% | 1% |
| 62 | Cc1cccc(Cn2cccc(C(=O)Nc3ccc(F)cc3F)c2=O)c1 | -8% | -26% | ? |
| 63 | COc1ccccc1-n1c(-c2ccoc2)nc2ccccc2c1=O | -5% | 12µM* | 18µM* |
| 64 | O=c1[nH]c2ccccc2n1C1CCN(C(c2nnnn2-c2ccc3c(c2)OCCO3)C2CC2)CC1 (stereo not given) | / | 13µM* | 7.3µM* |
| 65 | CCOCCCNC(=O)CN1C2CCC1CC(O)(c1ccc(OC)cc1)C2 (stereo not given) | -4% | -6% | -6% |
| 66 | O=[N+]([O-])c1cc(S(=O)(=O)/N=C(/c2ccccc2)N2CCOCC2)ccc1Cl | -5% | ? | ? |
| 67 | COc1cccc(OC)c1C(=O)NC(=S)N1C[C@H]2C[C@H](C1)c1cccc(=O)n1C2 | -15% | 29% | 1% |
| 68 | CCCC(C)C(=O)NC1CCSC1=O (stereo not given) | -1% | -4% | -2% |
| 69 | COc1ccc(NC(=O)O/N=C/c2ccccc2)cc1 | ? | -14% | -19% |
| 70 | COc1cccc(C2SCC(=O)Nc3c2c(C)nn3-c2ccc(C)c(Cl)c2)c1OC (stereo not given) | -6% | 21µM* | 21µM* |
| 71 | CSc1ncc(/C=C2/C(=O)NC(=O)N(C)C2=O)cn1 | -9% | -1% | 0% |
| 72 | COc1ccc(C(=O)Nc2ccc(-c3cc(C(F)(F)F)nn3-c3ccccc3)cc2)cc1OC | -9% | 18µM* | 13µM* |
| 73 | COC(=O)C1=C(C)N(Cc2ccco2)C(=O)/C1=C\c1ccc(N(C)C)cc1 | -1% | ? | ? |
| 74 | CC1NCCC2(O)CCCCC12 (stereo not given) | -25% | 4% | -18% |
| 75 | C[C@]12CC[C@H]3[C@@H](CCC4=CC(=O)CC[C@@H]43)[C@@H]1CC[C@@H]2O | -4%&5% | ? | ? |
| 76 | O=[N+]([O-])c1ccc(Cl)c(Cl)c1 | / | 8% | -17% |
| 77 | CC(C)C(=O)Nc1ccc(S(=O)(=O)N2CC3CC(C2)c2cccc(=O)n2C3)cc1 (stereo not given) | 0% | -5% | -17% |
| 78 | CCOP(=S)(OCC)Oc1cc(C)oc(=O)c1 | ? | -1% | -5% |
| 79 | S=P(Nn1cnnc1)(c1ccc(Br)cc1)c1ccc(Br)cc1 | -7% | -1% | -21% |
| 80 | Oc1ccccc1C1NCc2ccccc2-n2cccc21 (stereo not given) | -12% | ? | ? |
| 81 | Cc1nnc(N2CCC(C(=O)NCc3ccc(N(C)C)cc3)CC2)c2nn(-c3ccccc3)c(C)c12 | -6% | ? | ? |
| 82 | COC(=O)[C@@]1(Cc2ccccc2)[C@H]2C(=O)N(Cc3ccccc3)C(=O)[C@H]2[C@H]2CN=C(SCc3ccc(C#N)cc3)N21 | -13% | ? | ? |
| 83 | CC(=NCCCO)c1c(O)n(Cc2ccccc2)c(=O)[nH]c1=O | -7% | -15% | -14% |
| 84 | O[C@@H]1[C@H](O)[C@H]2[C@@H](O)CCN2C[C@@H]1O | -7% | 11% | -2% |

Not all compounds are listed; the hit share may differ from the screen's.
